ATXN2 expr inh: Primary qHTS for Inhibitors of ATXN expression. 360,000 compounds, 0.72% hits. HEK-293 ATXN2-luciferase reporter, luminescence, 24 h. Potency, µM (doses to about 57 µM), inactives show at the top dose activity change, negative = inhibition, hits mostly inhibitors. AID 1745845, 2022; note: potency is the fitted concentration of half-maximal effect; % is set by controls: 0 for no effect and ±100 for the full control effect; nearly all actives have a fitted effect of over 55% in size
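ATXN2-luciferase reporter cells (luciferase flanked by upstream and downstream ATXN2 gene portions) were treated 24 h at 37 °C with compounds at up to 57 uM. SteadyGlo luminescence gave expression; GF-AFC fluorescence gave viability.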
Nrf2 block: Nrf2 qHTS screen for inhibitors | AID 504444, 2011 | Potency, µM (titrated, usually from 46 µM), for the others: at the top dose activity change, negative = inhibition, usual class: inhibitors | A549 ARE-Fluc reporter, luciferase luminescence, 18-24 h | 360,000 compounds, 2.1% hits; note: potency is the fitted concentration of half-maximal effect; % is set by controls: 0 for no effect and ±100 for the full control effect; nearly all actives have a fitted effect of over 60% in size
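Reporter: ARE-Fluc in A549. Exposure: 18-24 h, 37 °C, 5% CO2, 5% FBS OPTI-MEM. Readouts: fluorescent cytotoxicity (CellTiter-Fluor), then luminescent Nrf2 signal after BugLite.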
ATXN viability: Viability Counterscreen for Primary qHTS for Inhibitors of ATXN expression; S2 cells (HEK-293 line with an ATXN2-luciferase reporter) viability, CellTiter-Fluor protease fluorescence, 24 h; Potency, µM (top dose mostly 56.7 µM), usual class: cytotoxic; 400,000 compounds, 0.49% hits; AID 651635, 2014; note: potency is the fitted concentration of half-maximal effect; nearly all actives have a fitted effect of over 40% in size
EPAC2 ag: qHTS for Agonist of cAMP-regulated guanine nucleotide exchange factor 4 (EPAC2): primary screen | Rap guanine nucleotide exchange factor 4 (Homo sapiens), Q8WZA2 | EPAC2 activation, biochemical qHTS; response scale: 100% = 6.5 mM cAMP response | Potency, µM (highest dose often 154 µM), without a hit: at the highest dose activation, most hits filed as activators | 360,000 compounds, 0.079% hits | AID 720711, 2013; note: potency is the fitted concentration of half-maximal effect; nearly all actives have a fitted effect of over 50% in size
Target sequence (Q8WZA2 whole entry, looked up): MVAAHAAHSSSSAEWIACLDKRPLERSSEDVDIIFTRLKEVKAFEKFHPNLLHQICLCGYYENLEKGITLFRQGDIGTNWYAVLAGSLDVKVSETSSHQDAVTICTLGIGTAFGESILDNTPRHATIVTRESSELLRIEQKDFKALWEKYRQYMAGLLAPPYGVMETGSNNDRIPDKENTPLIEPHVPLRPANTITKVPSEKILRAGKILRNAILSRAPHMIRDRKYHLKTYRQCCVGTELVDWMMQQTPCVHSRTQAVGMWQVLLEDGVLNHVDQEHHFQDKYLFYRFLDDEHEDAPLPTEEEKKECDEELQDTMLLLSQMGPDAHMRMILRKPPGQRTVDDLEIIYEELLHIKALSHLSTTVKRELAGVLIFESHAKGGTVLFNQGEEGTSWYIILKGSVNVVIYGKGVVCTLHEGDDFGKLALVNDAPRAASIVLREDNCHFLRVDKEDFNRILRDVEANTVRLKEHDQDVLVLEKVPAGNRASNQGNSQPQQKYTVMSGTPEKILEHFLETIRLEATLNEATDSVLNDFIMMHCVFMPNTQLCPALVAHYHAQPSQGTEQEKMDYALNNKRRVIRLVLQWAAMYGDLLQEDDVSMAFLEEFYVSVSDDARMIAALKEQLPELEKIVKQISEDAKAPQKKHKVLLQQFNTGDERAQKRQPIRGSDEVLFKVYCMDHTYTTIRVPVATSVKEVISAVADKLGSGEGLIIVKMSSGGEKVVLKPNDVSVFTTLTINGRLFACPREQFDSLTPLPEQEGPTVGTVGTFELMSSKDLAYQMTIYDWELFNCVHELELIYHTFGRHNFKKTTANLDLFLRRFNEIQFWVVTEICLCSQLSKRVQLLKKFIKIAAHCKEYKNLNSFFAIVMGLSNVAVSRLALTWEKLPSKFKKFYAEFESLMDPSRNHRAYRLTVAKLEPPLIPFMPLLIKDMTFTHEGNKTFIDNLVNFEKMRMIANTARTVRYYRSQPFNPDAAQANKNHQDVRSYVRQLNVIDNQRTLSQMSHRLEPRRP
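Fluorescence exchange assay: 100 nM EPAC2 with 250 nM RAP1B-BODIPY-GDP and 50 uM GDP; compounds tested as a concentration-titration series (qHTS). Loss of Rap1-bound BODIPY-GDP fluorescence read at 480/540 nm; data normalized to 6.5 mM cAMP.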
IL2 activator: qHTS of IL-2 Activators; IL-2 activation reporter assay, cell-based qHTS; stimulated with anti-CD3/CD4/CD28 beads; in transgenic mouse T cells; activation, % (series mostly up to about 46 µM); 360,000 compounds, 0.065% hits; in the data active = activation above about 50%; inconclusive = mostly about 30% to 49%; note: 0% is about no effect
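Unstimulated transgenic mouse T cells; 60-min compound exposure; bead-based TCR/CD4/CD28 stimulation; 18 h culture, 37 degrees C; dual fluorescence (EGFP, DsRed) plate cytometry.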
Nrf2 ARE act: qHTS of Nrf2 Activators. AREc32 ARE-luciferase reporter (MCF7-derived line), luminescence, 24 h. Potency, µM (doses to about 46.1 µM), for the others: at the highest dose activation, actives largely listed as activators. 410,000 compounds, 0.31% hits. AID 624171, 2012; note: potency is the fitted concentration of half-maximal effect; % of control where 0% means no effect; nearly all actives have a fitted effect of over 65% in size
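Steps: seed AREc32_Fluc cells (1000/well, 5% FBS OPTI-MEM); incubate overnight at 37 deg C; add 23 nL compound; incubate 24 hr; add Steady-Glo; hold 30 min RT; read luminescence.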
TGFb SMAD3 inh: qHTS for Inhibitors of TGF-b. HepG2 CAGA-GFP TGF-b/SMAD3 reporter, GFP fluorescence, 18 h; TGF-beta stimulated, 500 pg/mL final. Potency, µM (series often up to 46.1 µM), inactives show at the top dose activity, negative = inhibition, hits mostly inhibitors. 410,000 compounds, 1.2% hits; note: potency is the fitted concentration of half-maximal effect; % is set by controls: 0 for no effect and ±100 for the full control effect; nearly all actives have a fitted effect of over 65% in size
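Smad-responsive CAGA-GFP expression was quantified in HEPG2 cells exposed to compounds and 500 pg/mL final TGF-beta for 18 h at 37 degrees C; unstimulated wells defined full inhibition.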
HepG2 tox: qHTS for Inhibitors of TGF-b: Cytotox Counterscreen. Potency, µM (series often up to 46.1 µM), for the others: at the top dose activity change, negative = cytotoxicity, most hits filed as cytotoxic. HepG2 CAGA-GFP viability, ATP luminescence, 18 h. 410,000 compounds, 0.76% hits; note: potency is the fitted concentration of half-maximal effect; some results filed as inactive show a strong effect at the top dose
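HepG2 CAGA-GFP cells (1000/well, DMEM with 1% FBS) received compound, then TGF-beta at 500 pg/mL final, and were incubated 18 hours at 37 degrees C. Viability was read by CellTiter-Glo luminescence. Media-only wells were set as complete cell-killing and DMSO as no toxicity.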
A549 viability: Nrf2 qHTS screen for inhibitors: counterscreen for cytotoxicity; A549 ARE-Fluc cells, CellTiter-Fluor viability, 18-24 h; Potency, µM (titrated, usually from 46 µM), for inactives: at the top dose activity change, negative = cytotoxicity, hits mostly inhibitors; 390,000 compounds, 0.16% hits; AID 504648, 2011; note: potency is the fitted concentration of half-maximal effect; % is set by controls: 0 for no effect and ±100 for the full control effect
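A549 ARE-Fluc cells in 5% FBS OPTI-MEM, 5000 cells/well, rested 2 h then exposed to compounds in concentration-response for 18-24 h at 37 °C. Viability by CellTiter-Fluor fluorescence (Ex 405/Em 525) after 30 min; luciferase luminescence (BugLite, 15 min, RT) read afterwards.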
* marks the source's active call; other numbers are inactive results; i = inactive; u = inconclusive; x = not tested or not shown; & = joins results of further samples; [ ] = dose if it differs, or a comment. Unless noted, calls come from the whole dose curve; as a rule, active = well fitted curve in the direction sought with a large enough effect; inconclusive = small, poorly fitted or top-dose-only effect, or another doubt; inactive = no such curve, though single readings can be large; an effect the other way counts as inactive or inconclusive.

SMILES	ATXN2 expr inh	Nrf2 block	ATXN viability	EPAC2 ag	IL2 activator	Nrf2 ARE act	TGFb SMAD3 inh	HepG2 tox	A549 viability
CCc1noc(C)c1C(=O)N1CCN(S(=O)(=O)c2ccc(Cl)cc2)CC1	-2%	-2%	i	2%	1.3	-0.4%	6%	2%	1%
COc1ccc(-c2csc(NC(=O)c3cc(-c4cccs4)nc4ccccc34)n2)c(OC)c1	-4%	u	i	-7%	-1.9	0.1%	-13%	0%	1%
O=C(CN1C(=O)c2ccccc2S1(=O)=O)c1ccc(O)c(O)c1	u	u	i	9%	-0.8	-2.8%	-1%	-8%	2%
N#Cc1ccc(NC(=O)COc2ccc(-n3cnnn3)cc2)cc1	-2%	1%	i	2%	1.7	0.1%	3%	6%	-3%
Cc1ccc(NC(=O)/C(C#N)=C/c2ccsc2)c(C)c1	28%	-2%	u	5%	0.3	u	-17%	-6%	1%
CC(CN1CCCCC1)C(=O)NN (stereo not given)	-4%	-18%	i	7%	-1.4	0.3%	u	-27%	-4%
CCNC(=O)/C(C#N)=C/c1c(N2CCCCCC2)nc2c(C)cccn2c1=O	-22%	u	i	6%	-4.8	0.4%	9%	-18%	-30%
CCOC(=O)c1csc(NC(=O)Nc2cccc(Cl)c2)n1	-8%	-19%	i	9%	-1.0	0.0%	0%	3%	4%
COc1cc(C2CC(=O)Nc3c2c(=O)[nH]c2nc4ccccc4n32)ccc1O (stereo not given)	3%	-8%	i	x	x	-0.9%	10%	-6%	-7%
c1ccc2c(c1)Nc1cc3ccccc3cc1O2	3%	u	i	9%	1.4	24%	-3%	-22%	16%

Some of these compounds in order of number of heavy atoms, descending.
SMILES	ATXN2 expr inh	Nrf2 block	ATXN viability	EPAC2 ag	IL2 activator	Nrf2 ARE act	TGFb SMAD3 inh	HepG2 tox	A549 viability
COc1cc(C2CC(=O)Nc3c2c(=O)[nH]c2nc4ccccc4n32)ccc1O (stereo not given)	3%	-8%	i	x	x	-0.9%	10%	-6%	-7%
CCc1noc(C)c1C(=O)N1CCN(S(=O)(=O)c2ccc(Cl)cc2)CC1	-2%	-2%	i	2%	1.3	-0.4%	6%	2%	1%
N#Cc1ccc(NC(=O)COc2ccc(-n3cnnn3)cc2)cc1	-2%	1%	i	2%	1.7	0.1%	3%	6%	-3%
Cc1ccc(NC(=O)/C(C#N)=C/c2ccsc2)c(C)c1	28%	-2%	u	5%	0.3	u	-17%	-6%	1%
CC(CN1CCCCC1)C(=O)NN (stereo not given)	-4%	-18%	i	7%	-1.4	0.3%	u	-27%	-4%

Continuation:
SMILES	ATXN2 expr inh	Nrf2 block	ATXN viability	EPAC2 ag	IL2 activator	Nrf2 ARE act	TGFb SMAD3 inh	HepG2 tox	A549 viability
Fc1ccccc1CNCCCSc1nnnn1-c1ccccc1	-4%	19%	i	x	x	-0.5%	u	-24%	8%
CCOCC(=O)Nc1ccc(C)c(Cl)c1	47%[activator]	u	i	3%	-2.5	0.5%	3%	-2%	-1%
CCN1CN=C(NS(=O)(=O)c2ccc(C)cc2)NC1	2%	x	i	8%	-1.6	-0.1%	-11%	2%	0%
Cc1ccccc1NC(=O)CC1C(=O)NCCN1C(=O)c1cccc(Cl)c1 (stereo not given)	5%&12%	-7%&7%	i	-3%	1.7	-0.2%&-0.2%	-15%&11%	-19%&4%	-3%&-6%
COc1ccc(/C=C/C(=O)c2ccc(O)cc2)cc1	36%[activator]	-7%	i	10%	-0.1	u	-2%	-24%	-3%
COc1ccc(OC)c(C2=Nn3c(nnc3-c3ccco3)SC2)c1	-15%	u	i	-8%	3.7	u	3%	-14%	u
Cc1ccc(NC2=C(CC(=O)O)C(c3ccccc3)N(c3ccc(C)cc3)C2=O)cc1 (stereo not given)	16%	8%	i	1%	-3.3	4.5%	u	-2%	-10%
COCC(=O)N1CCC(Oc2ccc(C(=O)NCCCC3CCCC3)cc2)CC1	-4%	u	i	-8%	-0.8	3.8%	u	-22%	-9%
CCOc1ccc(N=Cc2c(O)c3ccccc3oc2=O)cc1	-2%	8%	i	8%	0.6	-0.5%	-25%	-13%	-1%
CCOc1ccccc1CNS(=O)(=O)c1cnc[nH]1	x	2%	x	1%	0.9	1.7%	19%	2%	7%
Cc1ccc(NC(=S)Nc2ccc(F)cc2)cc1	8%	4%	i	15%	1.2	6.6%	-18%	-14%	1%
CCCCOc1ccc(C(C)NC(=O)C2CCCN(S(=O)(=O)CC)C2)cc1 (stereo not given)	5%	5%	i	4%	-0.5	-0.3%	-1%	-5%	-2%
CC(NC(=O)C12CC3CC(CC(C3)C1)C2)C(=O)NCCN(C)C (stereo not given)	-6%	u	i	12%	-2.9	0.3%	0%	1%	1%
COC(=O)c1ccc2nccnc2c1	-13%	2%	i	9%	-1.6	0.4%	10%	-10%	-4%
CCCCCn1c(NCc2ccccc2OC)nc2ccccc21	u	u	u	x	x	7.3%	16µM*	-43%	u
CCCCC(=O)N(C)c1c(CC)nc2c(OCC(N)=O)cccn12	13%	x	i	5%	0.6	-0.9%	-5%	1%	x
CCCCNc1ncnc2c1nnn2C	x	x	x	x	x	-1.3%	u	-17%	-6%
COc1ccccc1C(=O)NC(CCSC)C(=O)NNC(=O)c1ccncc1 (stereo not given)	-1%	10%	i	5%	-3.8	0.0%	12%	2%	3%
CSc1nc(N)c(C(=O)Nc2ccc([N+](=O)[O-])cc2)s1	x	5%	i	8%	-0.6	-0.7%	4%	-6%	10%
O=C(NC1CCCC1)c1ccc2c(=O)n(Cc3ccccc3)c(SCc3cccc(F)c3)nc2c1	x	x	x	x	x	0.1%	12%	-30%	7%
Cc1ccc(CN2CCN(C(=O)CC(C)C)CC2)cc1	x	0%	i	8%	-0.4	-0.2%	-6%	-2%	6%
O=C(COC(=O)/C=C/c1ccc(S(=O)(=O)N2CCOCC2)cc1)NCc1ccc(F)cc1	1%	8%	i	0%	-0.8	0.2%	3%	9%	0%
CCc1c(C)nc2ccc(Br)cc2c1Cl	14%	10%	i	-2%	-1.2	0.0%	16%	-1%	1%
Cn1cccc1C(=O)OCc1csc(-c2ccccc2)n1	50%[activator]	u	i	7%	-0.8	17%	1%	-13%	-8%
C(=N\Nc1nc(N2CCCC2)nc(N2CCCC2)n1)/c1ccccc1OCc1ccccc1	-5%	27%	i	7%	0.1	-0.9%	4%	2%	1%
O=C(CSc1c2c(nc3ccc(Cl)cc13)CCCC2)NCCCN1CCOCC1	x	-24%	x	5%	-3.4	u	u	-38%	u
COc1ccc(N2CCN(C(c3ccc4ncccc4c3)c3nnnn3C(C)(C)C)CC2)cc1 (stereo not given)	-25%	u	i	6%	-1.5	0.5%	-11%	-13%	4%
CCOC(=O)C1=C2SCCN2C(=O)C(C#N)C1(C)C (stereo not given)	-5%	11%	i	-7%	1.0	-0.1%	-8%	8%	-8%
Cc1ccc(-c2nc(CS(=O)CC(=O)NC3CCCC3)c(C)o2)cc1 (stereo not given)	-2%	-5%	i	-7%	-2.6	-0.1%	u	-26%	-12%
CC(=O)Nc1ccc(N/C=C/C(=O)c2ccc(C)cc2)cc1	0%	12%	i	9%	0.8	3.5%	-22%	-24%	0%

Among those listed so far, two have two or more sulfur atoms:
SMILES	ATXN2 expr inh	Nrf2 block	ATXN viability	EPAC2 ag	IL2 activator	Nrf2 ARE act	TGFb SMAD3 inh	HepG2 tox	A549 viability
COc1ccc(-c2csc(NC(=O)c3cc(-c4cccs4)nc4ccccc34)n2)c(OC)c1	-4%	u	i	-7%	-1.9	0.1%	-13%	0%	1%
CSc1nc(N)c(C(=O)Nc2ccc([N+](=O)[O-])cc2)s1	x	5%	i	8%	-0.6	-0.7%	4%	-6%	10%

New compounds follow.
SMILES	ATXN2 expr inh	Nrf2 block	ATXN viability	EPAC2 ag	IL2 activator	Nrf2 ARE act	TGFb SMAD3 inh	HepG2 tox	A549 viability
O=C(c1cccc(Cl)c1)N1CCCC(C(=O)N2CCCCCC2)C1 (stereo not given)	x	u	x	6%	-1.7	-0.2%	-10%	-9%	4%
COc1cc([N+](=O)[O-])ccc1NC(=O)NNC(=O)CCc1ccccc1	-2%	1%	u	12%	0.5	0.0%	8%	2%	-1%
CCCCN(C(=S)NC(=O)c1cc(OC)c(OC)c(OC)c1)c1c(N)n(Cc2ccccc2)c(=O)[nH]c1=O	-2%	-6%	i	14%	2.1	-0.6%	u	22%	1%
O=C(C1CCN(C2CCN(Cc3ccsc3)CC2)CC1)N1CCOCC1	3%	12%	u	15%	-2.1	0.1%	2%	18%	-12%
CCCCOc1ccc(OC(=O)Nc2cc(Cl)ccc2OC)cc1	x	-11%	i	0%	-1.0	8.6%	-1%	-2%	-1%
